GLP-1R inv ag: inverse agonists of human GLP-1 receptor. P43220. HEK293 GLP-1R CRE-luciferase, luminescence, 24 h; GLP-1R form is constitutively active. hit rate 1.6% among 410,000. Potency, µM (doses to about 38.3 µM), without a hit: top-dose activity change, negative = inhibition, hits mostly inhibitors; also: potency is read from the fitted curve at half-maximal effect; % is scaled to controls: 0 for no effect and ±100 for the full control effect; nearly all actives have a fitted effect of over 55% in size
Target sequence (P43220 whole entry, looked up): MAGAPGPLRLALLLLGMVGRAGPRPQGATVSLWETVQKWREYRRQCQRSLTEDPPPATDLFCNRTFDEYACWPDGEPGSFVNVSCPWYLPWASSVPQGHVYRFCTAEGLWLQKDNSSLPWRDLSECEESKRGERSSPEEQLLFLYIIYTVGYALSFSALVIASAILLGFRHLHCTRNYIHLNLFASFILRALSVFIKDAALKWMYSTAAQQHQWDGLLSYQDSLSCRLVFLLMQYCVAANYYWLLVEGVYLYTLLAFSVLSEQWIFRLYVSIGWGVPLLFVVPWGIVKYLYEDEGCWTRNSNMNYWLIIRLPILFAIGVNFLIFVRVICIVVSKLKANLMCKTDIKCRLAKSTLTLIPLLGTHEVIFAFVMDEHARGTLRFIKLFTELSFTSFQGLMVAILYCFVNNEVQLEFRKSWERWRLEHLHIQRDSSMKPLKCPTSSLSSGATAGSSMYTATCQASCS
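HEK293 cells stably co-expressing a cAMP-responsive luciferase reporter and constitutively active GLP-1R were seeded, incubated 12 h, then exposed to compounds for 24 h at 37 C. Luminescence was read 12 min after detection reagent; inverse agonists lower signal.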
PTHR1 ag: agonists of human PTHR1 parathyroid hormone receptor; Q03431; HEK293 GP2 PTHR1 cells, GloSensor cAMP luminescence, 1 h; Potency, µM (highest dose often 115 µM), without a hit: at the highest dose activation, hits mostly activators; hit rate 0.075% among 410,000; also: potency is read from the fitted curve at half-maximal effect; nearly all actives have a fitted effect of over 55% in size; some results filed as inactive show a strong effect at the top dose; inactives centre near -15; many of its hits are not listed in these tables
Target sequence (Q03431 whole entry, looked up): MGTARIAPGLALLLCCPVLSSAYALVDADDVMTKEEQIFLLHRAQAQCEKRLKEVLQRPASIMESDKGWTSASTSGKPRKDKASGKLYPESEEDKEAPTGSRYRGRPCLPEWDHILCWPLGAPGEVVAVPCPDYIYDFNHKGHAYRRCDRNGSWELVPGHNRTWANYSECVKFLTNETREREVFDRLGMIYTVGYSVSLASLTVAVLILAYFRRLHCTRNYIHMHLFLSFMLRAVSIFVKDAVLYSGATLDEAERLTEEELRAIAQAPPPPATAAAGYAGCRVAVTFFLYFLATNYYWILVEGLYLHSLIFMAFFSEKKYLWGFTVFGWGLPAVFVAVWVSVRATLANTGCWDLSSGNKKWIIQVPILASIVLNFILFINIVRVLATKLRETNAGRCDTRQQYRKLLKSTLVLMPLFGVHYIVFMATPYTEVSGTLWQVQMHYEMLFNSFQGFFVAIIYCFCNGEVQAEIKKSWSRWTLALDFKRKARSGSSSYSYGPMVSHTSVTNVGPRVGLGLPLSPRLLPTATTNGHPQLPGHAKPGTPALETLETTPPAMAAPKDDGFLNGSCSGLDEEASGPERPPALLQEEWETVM
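HEK-293-derived GP2 cells expressing PTHR1 and a GloSensor cAMP reporter, 3,000/well, plated overnight, given luciferin plus IBMX (each 0.5 mM as added) for 1 h at 37 °C, then compound for 1 h at 37 °C. Luminescence was read after 15 min at room temperature.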
FUS suppressor: FUS proteinopathy suppression in yeast; AID 1347120; Potency, µM (titrated, usually from 76.6 µM), inactives show at the top dose growth rescue (activation), hits mostly activators; S. cerevisiae FUS-expressing, growth rescue, OD600, 24 h; hit rate 0.24% among 390,000;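 also: potency is read from the fitted curve at half-maximal effect; plate controls were DMSO vehicle for no effect and reference control for full effect; nearly all actives have a fitted effect of over 55% in size; some results filed as inactive show a strong effect at the top dose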
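S. cerevisiae expressing FUS from galactose induction served as the toxicity model. Growth after 24hr at 30C, read as absorbance at 600 nm, indicates suppression of toxicity; compounds dosed at several concentrations.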
HEK293 tox: cytotoxicity counter-screen for GLP-1 receptor inverse agonists. AID 624418. Potency, µM (highest dose often 38.3 µM), without a hit: at the highest dose activity change, negative = inhibition, usual class: inhibitors. hit rate 0.13% among 410,000. HEK293 cAMP-luciferase reporter cells, luminescence, 24 h;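 also: loss of luciferase light is scored as toxicity; potency is read from the fitted curve at half-maximal effect; % is scaled to controls: 0 for no effect and ±100 for the full control effect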
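Compound-treated cells are incubated 24 hr at 37 deg C under 5% CO2 after a 12 hour attachment period, then luciferase detection reagent is added and luminescence is measured following 12 min at room temperature; lowered signal indicates toxicity.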
Mm-Cpn inhibitor: M. maripaludis TRiC chaperonin inhibition. hit rate 0.031% among 330,000. Potency, µM (top dose mostly 76.9 µM), for the others: top-dose activity, negative = inhibition, most hits filed as inhibitors. AID 504842. purified Mm-Cpn ATPase, ADP Transcreener TR-FRET; also: potency is read from the fitted curve at half-maximal effect; % is scaled to controls: 0 for no effect and ±100 for the full control effect; nearly all actives have a fitted effect of over 80% in size
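ATPase read-out: TR-FRET ADP immunoassay (anti-ADP Eu cryptate vs ADP-d2), ex 320 nm, em 590/665 nm; signal drops as ADP forms. Enzyme 25 nM, ATP 10 uM, 30 min at 37°C after 10 min compound preincubation.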
TDP43 rescue: rescues yeast growth from TDP-43 toxicity. TDP-43 expressing yeast growth rescue, BacTiter-Glo, 24 h. Potency, µM (top dose mostly 46.1 µM), for the others: at the highest dose growth rescue (activation), hits mostly activators. hit rate 1.8% among 410,000; also: potency is read from the fitted curve at half-maximal effect; % of control where 0% means no effect; nearly all actives have a fitted effect of over 50% in size
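Readout is BacTiter-Glo luminescence of cell growth, so inhibitors register as activators. TDP-43-expressing yeast at OD600=0.02 in galactose medium, after raffinose pregrowth to mid-log, were incubated with compound for 24 hr at 30 deg C.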
aSyn rescue: alpha-synuclein toxicity inhibition in yeast; Yeast expressing alpha-synuclein, growth rescue, BacTiter-Glo, 24 h; Potency, µM (doses to about 46.1 µM), inactives show at the top dose growth rescue (activation), most hits filed as activators; hit rate 0.14% among 370,000; AID 652106; also: potency is read from the fitted curve at half-maximal effect; % of control where 0% means no effect; nearly all actives have a fitted effect of over 65% in size
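Galactose-induced alpha-syn yeast (OD600=0.02, raffinose-pregrown) + pinned cpd, 24 hr, 30 deg C; growth by BacTiter-Glo luminescence. Growth restoration scores as activation.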
pAkt inh: blocks phosphorylation of Akt; Neuro2A IGF-stimulated pAkt S473 HTRF, 20 min; active compounds read low; activity change, % for hits at 50 µM; hit rate 0.32% among 360,000; AID 651550; in the data active = activity change below about -80%; inconclusive = mostly about -51% to -80%; also: % is scaled to controls: 0 for no effect and ±100 for the full control effect
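Neuro2A cells in DMEM with 0.5% FBS, overnight at 37 deg C, given compound at single 50 µM final, then IGF (6 nM final) for 20 min at 37 deg C. Lysed; phospho-Akt Ser473 by HTRF after 24 h, 665/615 ratio.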
Abeta yeast res: compounds reversing amyloid beta toxicity in yeast; yeast expressing A-beta42, growth rescue, OD600, 48 h; response scale: 0% DMSO, 100% iron-clioquinol control; hit rate 0.063% among 410,000; Potency, µM (top dose mostly 46.1 µM), without a hit: at the top dose growth rescue, most hits filed as activators; also: potency is read from the fitted curve at half-maximal effect; nearly all actives have a fitted effect of over 55% in size
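Yeast A-beta toxicity model in growth medium with pinned compounds, 48 h at 30 C; growth read as absorbance at 600 nm. Normalized to FeCl3/clioquinol equimolar mix (positive) and DMSO (negative).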
Active calls of the source: *; [ ] = another dose, or the depositor's remark. Unless noted, calls follow the shape of the dose curve; as a rule, active = well fitted curve in the direction sought with a large enough effect; inconclusive = small, poorly fitted or top-dose-only effect, or another doubt; inactive = no such curve, though single readings can be large; an effect the other way counts as inactive or inconclusive. This is a subset; rates above refer to the full screens.

Results for O=C1CCC(C(=O)N2CCC(O)CC2)CN1CCc1ccc(Cl)cc1 (stereo unspecified) ?
GLP-1R inv ag: 14.2%; PTHR1 ag: -27.7%; FUS suppressor: 6.5%; HEK293 tox: -0.6%; Mm-Cpn inhibitor: -0.1%; TDP43 rescue: 22.3%; aSyn rescue: 0.0%; pAkt inh: inactive; Abeta yeast res: 12.1%

How did CCOC(=O)c1[nH]c(C)c(C(=O)Nc2cccc(Cl)c2C)c1C do in these assays?
GLP-1R inv ag: -1.7%; PTHR1 ag: -10.0%[57.5 µM]; FUS suppressor: 15.5%; HEK293 tox: -17.4%; Mm-Cpn inhibitor: 1.3%; TDP43 rescue: -6.2%; aSyn rescue: 0.7%; pAkt inh: inactive; Abeta yeast res: 14.7%

What do the screens show for `Cc1ccccc1N1C(=O)CC(N2CCN(C(=O)c3ccco3)CC2)C1=O` (stereo unspecified)?
GLP-1R inv ag: -20.0%; PTHR1 ag: inactive; FUS suppressor: 9.4%; HEK293 tox: -6.6%; Mm-Cpn inhibitor: -2.5%; TDP43 rescue: 10.7%; aSyn rescue: 2.5%; pAkt inh: inactive; Abeta yeast res: 0.0%

What do the screens show for `Cc1ccc2cccc(N=Cc3c(C)[nH]n(-c4ccccc4)c3=O)c2n1`?
GLP-1R inv ag: 5.62µM*; PTHR1 ag: -7.1%; HEK293 tox: 8.5%; Mm-Cpn inhibitor: 4.6%; TDP43 rescue: inconclusive; aSyn rescue: 13.2%; pAkt inh: inactive; Abeta yeast res: -4.7%

What do the screens show for `COc1cc(-c2nnc(COc3ccc4cc(Br)ccc4c3)o2)cc(OC)c1OC`?
GLP-1R inv ag: -19.3%; PTHR1 ag: -39.1%[inhibitor]; FUS suppressor: 7.1%; HEK293 tox: 3.5%; Mm-Cpn inhibitor: -12.3%; TDP43 rescue: 2.2%; Abeta yeast res: 17.7%

What do the screens show for `CC(=O)Nc1ccc(NC(=O)C23CC4CC(C2)CC(n2cnc(Br)n2)(C4)C3)cc1`?
GLP-1R inv ag: -17.9%; PTHR1 ag: inactive; FUS suppressor: -3.0%; HEK293 tox: inconclusive; Mm-Cpn inhibitor: -1.2%; TDP43 rescue: 3.9%; aSyn rescue: 3.3%; pAkt inh: inactive; Abeta yeast res: 4.8%

What do the screens show for `Cc1ccc(CCNC(=O)c2c(C)oc3nc(C)nc(N4CCOCC4)c23)cc1`?
GLP-1R inv ag: -1.0%; PTHR1 ag: -6.9%; FUS suppressor: 25.4%; HEK293 tox: -0.2%; TDP43 rescue: 13.6%; Abeta yeast res: -10.0%

Results for Cc1ccc(C(=O)Nc2cccnc2)cc1S(=O)(=O)N1CCCC1 ?
GLP-1R inv ag: 0.7%; PTHR1 ag: inactive; HEK293 tox: -5.0%; Mm-Cpn inhibitor: 0.8%; TDP43 rescue: 14.0%; aSyn rescue: -6.3%; pAkt inh: inactive; Abeta yeast res: 4.1%

How did Cc1noc(-c2ccc(N(C)Cc3ccccc3)c([N+](=O)[O-])c2)n1 do in these assays?
GLP-1R inv ag: -8.5%; PTHR1 ag: -32.0%; FUS suppressor: 26.4%; HEK293 tox: 0.9%; TDP43 rescue: inconclusive; Abeta yeast res: -24.3%

What do the screens show for `C=C(C)CNC(=O)c1ccc(OC2CCN(S(=O)(=O)N(C)C)CC2)cc1`?
GLP-1R inv ag: 6.3%; PTHR1 ag: -19.5%; FUS suppressor: -5.7%; HEK293 tox: 15.1%; Mm-Cpn inhibitor: -4.8%; TDP43 rescue: -12.4%; aSyn rescue: -0.4%; pAkt inh: inactive; Abeta yeast res: -3.9%

How did CCS(=O)(=O)N1CCc2cc(C(=O)Nc3cccc(C)c3C)ccc21 do in these assays?
GLP-1R inv ag: 9.3%; PTHR1 ag: inactive; FUS suppressor: 8.4%; HEK293 tox: -13.0%; TDP43 rescue: 8.0%; Abeta yeast res: -14.2%

How did Cn1cc(CN2CCN(c3cnccn3)CC2)c(-c2cccc(Cl)c2)n1 do in these assays?
GLP-1R inv ag: -13.8%; PTHR1 ag: inactive; FUS suppressor: -4.4%; HEK293 tox: 0.0%; Mm-Cpn inhibitor: -1.8%; TDP43 rescue: -0.5%; aSyn rescue: -1.0%; pAkt inh: inactive; Abeta yeast res: -1.8%

Results for COc1cc(C(=O)NCc2ncccc2C)ccc1OC1CCN(C(C)=O)CC1 ?
GLP-1R inv ag: -3.7%; PTHR1 ag: inactive; HEK293 tox: 1.9%; Mm-Cpn inhibitor: 0.3%; TDP43 rescue: 0.0%; aSyn rescue: -2.3%; pAkt inh: inactive; Abeta yeast res: 0.0%

How did CN1C(=O)C(=C2CCCCCC2)SC1=S do in these assays?
GLP-1R inv ag: -29.9%; PTHR1 ag: -8.6%[57.5 µM]; FUS suppressor: 20.4%; HEK293 tox: -16.2%; Mm-Cpn inhibitor: -1.5%; TDP43 rescue: 1.4%; aSyn rescue: -4.1%; pAkt inh: inactive; Abeta yeast res: -3.5%

Results for CC(C)(C)c1ccc(S(=O)(=O)CC(O)CSc2nc3c(cc2C#N)CCCC3)cc1 (stereo unspecified) ?
GLP-1R inv ag: 15.8%; PTHR1 ag: 3.0%; FUS suppressor: 4.3%; HEK293 tox: 6.2%; Mm-Cpn inhibitor: -17.2%; TDP43 rescue: -5.8%; aSyn rescue: 7.8%; pAkt inh: inactive; Abeta yeast res: 22.4%

How did CCN(C(=O)CSc1nnc(-c2ccccc2)o1)c1c(N)n(Cc2ccccc2)c(=O)[nH]c1=O do in these assays?
GLP-1R inv ag: 6.4%; PTHR1 ag: inactive; FUS suppressor: 1.4%; HEK293 tox: -18.6%; Mm-Cpn inhibitor: -5.7%; TDP43 rescue: 20.5%; aSyn rescue: -0.9%; pAkt inh: inactive; Abeta yeast res: 3.7%

What do the screens show for `COc1ccccc1Oc1coc2c(CN3CCOCC3)c(O)ccc2c1=O`?
GLP-1R inv ag: 6.2%; PTHR1 ag: inactive; FUS suppressor: 4.9%; HEK293 tox: 5.4%; Mm-Cpn inhibitor: -15.4%; TDP43 rescue: -4.8%; aSyn rescue: -0.5%; pAkt inh: inactive; Abeta yeast res: -3.5%

How did CCOc1ccc(CCNC(=O)CCn2ccc3cc(S(=O)(=O)N4CCCC4)ccc32)cc1 do in these assays?
GLP-1R inv ag: -1.1%; PTHR1 ag: -35.3%[inhibitor]; FUS suppressor: 12.3%; HEK293 tox: 0.5%; Mm-Cpn inhibitor: -1.0%; TDP43 rescue: 0.8%; aSyn rescue: -1.2%; pAkt inh: inactive; Abeta yeast res: 8.1%

Results for O=C(/C=C/c1ccccc1)N/C(=C/c1ccccc1)C(=O)Nc1ccc(C(=O)O)cc1 ?
GLP-1R inv ag: 23.8%; PTHR1 ag: inactive; FUS suppressor: inconclusive; HEK293 tox: 7.4%; Mm-Cpn inhibitor: -0.3%; TDP43 rescue: inconclusive; aSyn rescue: -1.6%; pAkt inh: inactive; Abeta yeast res: 5.1%

How did N#Cc1ccc(C(=O)NN2C(=O)NC3(CCCCC3)C2=O)cc1 do in these assays?
GLP-1R inv ag: 25.2%; PTHR1 ag: inactive; FUS suppressor: 5.2%; HEK293 tox: 2.2%; Mm-Cpn inhibitor: -1.0%; TDP43 rescue: -3.1%; aSyn rescue: -3.8%; pAkt inh: inactive; Abeta yeast res: 19.6%

The final two compounds of the part above come first, to join the parts.
Results for O=C(/C=C/c1ccccc1)N/C(=C/c1ccccc1)C(=O)Nc1ccc(C(=O)O)cc1 ?
GLP-1R inv ag: 23.8%; PTHR1 ag: inactive; FUS suppressor: inconclusive; HEK293 tox: 7.4%; Mm-Cpn inhibitor: -0.3%; TDP43 rescue: inconclusive; aSyn rescue: -1.6%; pAkt inh: inactive; Abeta yeast res: 5.1%

How did N#Cc1ccc(C(=O)NN2C(=O)NC3(CCCCC3)C2=O)cc1 do in these assays?
GLP-1R inv ag: 25.2%; PTHR1 ag: inactive; FUS suppressor: 5.2%; HEK293 tox: 2.2%; Mm-Cpn inhibitor: -1.0%; TDP43 rescue: -3.1%; aSyn rescue: -3.8%; pAkt inh: inactive; Abeta yeast res: 19.6%

What do the screens show for `Cc1ccc(-c2nnc(Nc3ccc(OCC(N)=O)cc3)c3ccccc23)cc1S(N)(=O)=O`?
GLP-1R inv ag: 26.6%; PTHR1 ag: inactive; FUS suppressor: 17.7%; HEK293 tox: 15.2%; Mm-Cpn inhibitor: 0.8%; TDP43 rescue: -6.7%; aSyn rescue: -5.7%; pAkt inh: inactive; Abeta yeast res: -11.6%

What do the screens show for `CCCN1CCc2c(sc(NC(=S)NC(=O)c3ccccc3)c2C#N)C1`?
GLP-1R inv ag: 12.1%; PTHR1 ag: -13.3%; FUS suppressor: inconclusive; HEK293 tox: 5.7%; Mm-Cpn inhibitor: -4.4%; TDP43 rescue: -1.2%; aSyn rescue: -0.6%; pAkt inh: inactive; Abeta yeast res: -7.0%

Results for COc1cccc(-c2c(C(=O)N/N=C(\C)c3cccs3)nnn2-c2nonc2N)c1 ?
GLP-1R inv ag: inconclusive; PTHR1 ag: inactive; FUS suppressor: -10.4%; HEK293 tox: -3.1%; Mm-Cpn inhibitor: 3.1%; TDP43 rescue: 7.9%; aSyn rescue: -7.3%; Abeta yeast res: -13.3%

How did CS(=O)(=O)N(CCCC(=O)N1CCCCCC1)c1cccc(Cl)c1 do in these assays?
GLP-1R inv ag: -2.8%; PTHR1 ag: inactive; FUS suppressor: 20.0%; HEK293 tox: -24.1%; Mm-Cpn inhibitor: 1.7%; TDP43 rescue: -3.5%; aSyn rescue: -1.6%; pAkt inh: inactive; Abeta yeast res: -13.6%

Screening results as filed in PubChem BioAssay.
